Source: PubChem BioAssay
GIRK2 activator – activators of NPY4-receptor-primed GIRK2 channels, summary, cell-based, HEK293, thallium flux. G protein-activated inward rectifier potassium channel 2 (Homo sapiens), P48051. HEK293 GIRK2/NPY4 cells, thallium flux fluorescence. activation (% efficacy), % for hits at 37.5 µM. 34,000 tested, under 10 active. AID 1259324, 2017;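 active = primary screen hit, no activity in plain HEK293 cells, and in GIRK2-only cells above 5% efficacy rising with concentration; inactive = the rest, including fluorescent compounds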;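 note: efficacy is normalized control-subtracted fluorescence 15 s after thallium addition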
Target sequence (P48051 whole entry, looked up): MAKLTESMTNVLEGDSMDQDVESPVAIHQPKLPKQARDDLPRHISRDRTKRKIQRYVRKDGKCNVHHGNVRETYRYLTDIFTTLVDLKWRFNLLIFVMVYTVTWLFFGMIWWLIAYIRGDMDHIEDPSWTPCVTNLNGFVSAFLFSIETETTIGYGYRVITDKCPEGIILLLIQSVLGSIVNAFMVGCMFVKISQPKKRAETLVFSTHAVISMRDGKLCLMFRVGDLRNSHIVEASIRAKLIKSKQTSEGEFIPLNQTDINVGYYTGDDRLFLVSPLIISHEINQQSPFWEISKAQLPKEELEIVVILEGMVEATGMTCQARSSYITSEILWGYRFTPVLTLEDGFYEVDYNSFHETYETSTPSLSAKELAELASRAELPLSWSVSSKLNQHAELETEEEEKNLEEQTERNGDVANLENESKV
Calls only; i = inactive.

SMILES | GIRK2 activator
Cc1nc(-c2ccc(F)cc2)sc1-c1cc(C(=O)N2CCC3(CC2)OCCO3)n[nH]1 | i
OCCN1CCN(CC(O)COc2ccccc2-c2ccccc2)CC1 (stereo not drawn) | i
CN(C)S(=O)(=O)c1ccc(C(=O)NCC(O)(c2ccco2)C2CC2)cc1 (stereo not drawn) | i
COc1nn(C)cc1-c1nnc(SCC(=O)N2CCC(Cc3ccccc3)CC2)n1C | i
COc1ccc2nc(-c3ccc(OC)c(NC(=O)c4cccs4)c3)cn2n1 | i
O=C(c1ccccc1C(F)(F)F)N1CCN(c2ccc(Nc3ccccn3)nn2)CC1 | i
NC(=O)CSc1nc(-c2ccccc2)c(NC(=O)/C=C\c2ccccc2)s1 | i
O=C(NCc1cccs1)NCC(O)c1ccsc1 (stereo not drawn) | i
CC(Oc1ccccc1)C(=O)N1CCN(c2nccn2-c2cccc(Cl)c2)CC1 (stereo not drawn) | i
CCOc1ccccc1NC(=O)N1CCN(c2cc(OC(C)C)nc(C)n2)CC1 | i
O=c1ccc(-c2ccc(Cl)cc2)nn1CCCNS(=O)(=O)CCc1ccccc1 | i
COc1ccc(F)cc1S(=O)(=O)N1CCN(Cc2nc(C(C)(C)C)cs2)CC1 | i
Cc1cc(C(=O)Nc2ccc(-n3nnn(CC(N)=O)c3=O)cc2)no1 | i
CN(C)c1cccc(C(=O)NCC2CCN(C(=O)c3ccccc3F)CC2)c1 | i
CN(C)S(=O)(=O)c1ccc(C(=O)Nc2ccc(CC(=O)N3CCCC3)cc2)cc1 | i
COc1ccc(-c2nnc(NC(=O)C3CCCN(S(C)(=O)=O)C3)o2)cc1OC (stereo not drawn) | i
COC(=O)c1c(NC(=O)Cc2ccc(F)cc2)sc2c1CCN(C(C)C)C2 | i
COc1cn(CC(=O)Nc2c(C)cc(C)cc2C)c(CSc2nnc(C)s2)cc1=O | i
Cc1ccc(S(=O)(=O)N(C)c2ccc(C(=O)NC(C)C)cc2)cc1 | i
Cc1cc(C)nc(SCc2c(C(=O)NCC(C)C)nnn2-c2ccccc2)n1 | i
CC(C)CCn1c(NCc2ccccc2)nc2c1c(=O)[nH]c(=O)n2C | i
O=C(CS(=O)(=O)c1cccs1)Nc1nccs1 | i
CC(C)c1ccc(CNC(=O)Cc2nnc(-c3ccccn3)o2)cc1 | i
O=C(CN1C(=O)c2ccccc2S1(=O)=O)N1CCC2(CC1)OCCO2 | i
COc1ccc(NC(=O)c2ccc(Cl)c(N3C(=O)CCS3(=O)=O)c2)c(OC)c1 | i
COc1cccc(NC(=O)CSc2nccnc2N2CCN(c3ccc(F)cc3)CC2)c1 | i
COc1ccc(NC(=O)Cn2c(=O)n(CC(C)C)c(=O)c3nscc32)c(OC)c1 | i
Cc1cc(F)ccc1S(=O)(=O)NCC1(O)CCc2ccccc21 (stereo not drawn) | i
O=C(CC1CSc2nc3c(c(=O)n21)CCC3)NCc1n[nH]c(=O)c2ccccc12 (stereo not drawn) | i
O=C(CCCNC(=O)c1cnccn1)Nc1cccc2cccnc12 | i
Cc1cc(S(=O)(=O)NCC(O)c2sccc2C)c(Cl)cc1Cl (stereo not drawn) | i
O=C(Cc1cccs1)Nc1cc(-c2ccco2)nn1-c1nc2c(c(=O)[nH]1)CCCC2 | i
O=C(Cn1c(=O)c2sccc2n(Cc2ccc([N+](=O)[O-])cc2)c1=O)NCCc1ccccc1 | i
CC1Cc2c(NC(=O)CSCc3ccccc3)nn(C)c2NC1=O (stereo not drawn) | i
CCOc1ccccc1NC(=O)CCN1C(=O)c2ccccc2S1(=O)=O | i
NC(=O)c1oc2ccccc2c1NC(=O)C(=O)NCCc1ccc(S(N)(=O)=O)cc1 | i
O=C(NCC1CCN(Cc2cccs2)CC1)c1cccc(C(F)(F)F)c1 | i
CC(=O)NC1C(O)C(O)C(CO)OC1n1nc(-c2ccccc2)n(-c2ccccc2)c1=S (stereo not drawn) | i
CC(C)n1ccc(-c2nnc(NC(=O)C(c3ccccc3)c3ccccc3)o2)n1 | i
CN(C)C(CNC(=O)C(=O)Nc1ccc(F)cc1)c1cccc2ccccc12 (stereo not drawn) | i
CCOC(=O)c1c(SCc2cccc([N+](=O)[O-])c2)nc(=O)[nH]c1C | i
COc1ccc(-c2nnc3ccc(OCCNC(=O)Nc4ccc(F)cc4)nn23)cc1 | i
COc1ccccc1-n1nnc(C(=O)Nc2ccc(NC(C)=O)cc2)c1C | i
COc1ccc(CNC(=O)Cn2nc3c(c2NC(=O)c2cc4ccccc4o2)CSC3)cc1 | i
COc1ccc(S(=O)(=O)NCC(C)(O)c2ccccc2)cc1Cl (stereo not drawn) | i
O=C(NCC1CCN(C(=O)COc2ccccc2)CC1)c1ccc(Br)o1 | i
COC(=O)c1ccc(NC(=O)CSc2ccc(NC(=O)c3ccco3)nn2)cc1 | i
COc1ccccc1CCNC(=O)Cn1nc(C(=O)N2CCN(C)CC2)cc1C | i
COc1cc(NS(=O)(=O)c2ccc3ccccc3c2)ccc1N1CCCC1=O | i
O=C(/C=C/c1ccco1)N1CCC(CNS(=O)(=O)Cc2ccccc2)CC1 | i
Further structures follow:
SMILES | GIRK2 activator
COc1cn(CC(=O)NCCc2ccccc2)c(CSc2nnc(C)s2)cc1=O | i
CCOc1ccc(-c2nc(Cn3nnc(C(=O)Nc4ccc(C)c(F)c4)c3C)c(C)o2)cc1 | i
Cc1cccc(-c2n[nH]n3c2nc(=O)c2ccc(C(=O)NCc4ccc(Cl)cc4)cc23)c1 | i
COc1ccc(CCC(=O)Nc2cccc(N3CCCC3=O)c2)cc1 | i
O=C(CSc1ccc(NC(=O)c2cccc(F)c2)nn1)NC1CCCC1 | i
CC(C)c1ccc(NC(=O)C(=O)NCC(c2cccn2C)N2CCc3ccccc3C2)cc1 (stereo not drawn) | i
CC(=O)Nc1ccc(NC(=O)CCCOc2ccc(C)cc2C)cc1 | i
CCOCCn1c(=O)c2c(nc(-n3nc(C)cc3C)n2Cc2ccc(F)cc2)n(C)c1=O | i
CCN1C(=O)Cc2cc(NC(=O)Nc3cccs3)ccc21 | i
O=C(O)c1ccc(CN2C(=O)SC(Nc3ccc(F)cc3)C2=O)cc1 (stereo not drawn) | i
CC(NC(=O)Cc1csc(SCC(=O)c2cccs2)n1)c1ccccc1 (stereo not drawn) | i
COc1ccc2nc(-c3cccc(NS(=O)(=O)c4cc(F)ccc4F)c3)cn2n1 | i
CN1CCN(NC(=O)C(=O)NCc2cccs2)CC1 | i
CC(=O)Nc1cccc(NC(=O)C2CCN(c3ccc(-c4ccccc4C)nn3)CC2)c1 | i
COc1ccc(S(=O)(=O)c2ccc(=O)n(CC(=O)Nc3cc(C)cc(C)c3)n2)cc1 | i
O=S(=O)(c1ccccc1)N1CCC(c2nnc(-c3ccco3)o2)CC1 | i
Cc1cccc(C)c1NC(=O)C(C)N1C(=O)c2ccccc2S1(=O)=O (stereo not drawn) | i
O=C(C1CCCC1)N1CCC2(CC1)NC(=O)N(CCc1ccccc1)C2=O | i
O=C(c1cc2ccccc2o1)N(CCc1ccccc1)Cc1ccccn1 | i
COc1ccc(-c2ccc(=O)n(CCCC(=O)N3CCN(c4ccccc4)CC3)n2)cc1 | i

Arranged by length of the SMILES (smallest number first): part of the list above
SMILES | GIRK2 activator
CN1CCN(NC(=O)C(=O)NCc2cccs2)CC1 | i
CCN1C(=O)Cc2cc(NC(=O)Nc3cccs3)ccc21 | i
CC(=O)Nc1ccc(NC(=O)CCCOc2ccc(C)cc2C)cc1 | i
O=C(c1cc2ccccc2o1)N(CCc1ccccc1)Cc1ccccn1 | i
O=C(CSc1ccc(NC(=O)c2cccc(F)c2)nn1)NC1CCCC1 | i
O=C(O)c1ccc(CN2C(=O)SC(Nc3ccc(F)cc3)C2=O)cc1 (stereo not drawn) | i
COc1cn(CC(=O)NCCc2ccccc2)c(CSc2nnc(C)s2)cc1=O | i
O=C(C1CCCC1)N1CCC2(CC1)NC(=O)N(CCc1ccccc1)C2=O | i
O=C(/C=C/c1ccco1)N1CCC(CNS(=O)(=O)Cc2ccccc2)CC1 | i
COc1ccc2nc(-c3cccc(NS(=O)(=O)c4cc(F)ccc4F)c3)cn2n1 | i
CC(=O)Nc1cccc(NC(=O)C2CCN(c3ccc(-c4ccccc4C)nn3)CC2)c1 | i
CCOCCn1c(=O)c2c(nc(-n3nc(C)cc3C)n2Cc2ccc(F)cc2)n(C)c1=O | i
COc1ccc(S(=O)(=O)c2ccc(=O)n(CC(=O)Nc3cc(C)cc(C)c3)n2)cc1 | i
CCOc1ccc(-c2nc(Cn3nnc(C(=O)Nc4ccc(C)c(F)c4)c3C)c(C)o2)cc1 | i
Cc1cccc(-c2n[nH]n3c2nc(=O)c2ccc(C(=O)NCc4ccc(Cl)cc4)cc23)c1 | i

Continuation.
SMILES | GIRK2 activator
CC(C)Oc1ccc(C(=O)N(Cc2cccs2)C2CCS(=O)(=O)C2)cc1 (stereo not drawn) | i
COc1ccc(S(=O)(=O)CC(=O)Nc2nc3c(C)c(C)ccc3s2)cc1 | i
Cc1onc(-c2ccccc2Cl)c1C(=O)NCC(c1cccn1C)N1CCOCC1 (stereo not drawn) | i
COCCNC(=O)Cn1nc2c(c1NC(=O)CCc1ccccc1)CSC2 | i
CC(C)C(=O)Nc1ccc(S(=O)(=O)N(Cc2ccccn2)Cc2ccco2)cc1 | i
CCc1ccc(OCCS(=O)(=O)N2CCN(c3ncccn3)CC2)cc1 | i
O=C(NCC1(O)CCOCC1)C(=O)Nc1ccc(F)c(F)c1 | i
CCn1nccc1C(=O)Nc1ccccc1Oc1ccccc1 | i
COc1ccccc1-c1cnn2c(Nc3ccccc3)cc(C)nc12 | i
O=C(c1cc2ccccc2[nH]1)N1CCC(Cn2cnc3ccccc32)CC1 | i
COC(=O)c1ccc2c(=O)n(CC(=O)N3CCc4ccccc4C3)c(=S)[nH]c2c1 | i
COc1ccccc1NC(=O)C1CCN(c2ccc(-c3cccs3)nn2)CC1 | i
O=C(CN1CCCCCC1)Nc1cc(C(F)(F)F)ccc1Cl | i
CC(C)(C)c1ccc(S(=O)(=O)N2CCN(CCn3cccn3)CC2)cc1 | i
COc1ccc(C)cc1NC(=O)CSc1nc(=O)n(CCO)c2c1CCC2 | i
Cc1cccc(C)c1OCC(O)Cn1c(C2CC(=O)N(Cc3ccccc3)C2)nc2ccccc21 (stereo not drawn) | i
COc1ccccc1CNC(=O)CCCn1nc(-c2cccs2)ccc1=O | i
O=C(c1cc2ccccc2o1)N1CCC(CNS(=O)(=O)/C=C/c2ccccc2)CC1 | i
Cc1ccsc1C(O)CNC(=O)c1cccc(C#N)c1 (stereo not drawn) | i
Cc1onc(-c2ccccc2Cl)c1C(=O)NCC1CCN(c2ncccn2)CC1 | i
Cc1nc(NC(=O)c2nc(-c3cnccn3)no2)sc1C(=O)N(C)C | i
O=C(CSc1ccc(NC(=O)c2ccco2)nn1)NCc1ccco1 | i
CCOC(=O)CSc1sc(C(=O)OCC)c(N)c1C(=O)N1CCOCC1 | i
O=C1c2cc(NS(=O)(=O)/C=C/c3ccccc3)ccc2OCCC2CCCCN12 (stereo not drawn) | i
O=S(=O)(c1ccc2c(c1)CCCC2)N1CCN(c2ccc3nncn3n2)CC1 | i
Cn1cccc(C(=O)NCCOc2ccc3nnc(-c4ccccc4)n3n2)c1=O | i
CNC(=O)Cc1ccc(NC(=O)c2ccc(Br)o2)cc1 | i
CC(C)c1ccc(NC(=O)c2ccc(=O)n(Cc3ccc(F)cc3)c2)cc1 | i
Cc1nnc(NC(=O)CSc2nnc(-c3ccncc3)o2)s1 | i
CCOc1ccc(OCCNC(=O)c2ccc([N+](=O)[O-])c(C)c2)cc1 | i

Reprinted at random: two entries already listed, in no set order.
SMILES | GIRK2 activator
O=S(=O)(c1ccc2c(c1)CCCC2)N1CCN(c2ccc3nncn3n2)CC1 | i
COc1ccc(S(=O)(=O)CC(=O)Nc2nc3c(C)c(C)ccc3s2)cc1 | i

Other compounds:
SMILES | GIRK2 activator
Cc1cc(C)c(S(=O)(=O)NCC(O)(c2ccccc2)C2CC2)cc1C (stereo not drawn) | i
COc1coc(C(=O)Nc2nc3ccc(Cl)cc3s2)cc1=O | i
CCOc1ccc(-c2ccc(OCCNS(=O)(=O)c3ccccc3)nn2)cc1 | i
CCOc1ccc(OCCNC(=O)c2cc(Cl)ccc2Cl)cc1 | i
CS(=O)(=O)c1ccccc1C(=O)N(CCN1CCOCC1)c1nc2ccccc2s1 | i
COc1ccc(CNC(=O)N2CCC(c3nnc(C(C)C)o3)CC2)cc1OC | i
CCCCNC(=O)Cn1cc(-c2ccc(C)cc2)c(N2CCOCC2)n1 | i
CNC(=O)c1c(N)sc2c1CCC2 | i
COc1ccc(Nc2nnc(-c3ccc(NC(=O)C(=O)NCc4ccncc4)cc3)s2)cc1 | i
CSc1ccccc1CN1CCC(CNS(=O)(=O)c2c(F)cccc2F)CC1 | i
Cc1cc(NC(=O)c2ccc(F)cc2F)n(-c2nc3c(cnn3-c3ccc(C)c(C)c3)c(=O)[nH]2)n1 | i
Cc1ccnc(Nc2ccc(NCCNC(=O)COc3nccc(C)n3)nn2)c1 | i
CCNC(=O)OCC12CC3CC(CC(C3)C1)C2 | i
Cn1nc(NC(=O)CSCc2ccccc2)c2c1NC(=O)CC2c1ccco1 (stereo not drawn) | i
C=CCNC(=O)CSc1nnnn1-c1cccc(C)c1 | i
CSc1cccc(-n2nnc(C(=O)OCc3nc(-c4ccccc4)oc3C)c2C)c1 | i
CC(C)(C)C1=NN(S(=O)(=O)c2ccccc2)C(c2ccc3nccnc3c2)C1 (stereo not drawn) | i
CCc1ccc(-c2cc3c(=O)n(Cc4nc(-c5ccc(OC)c(OC)c5)no4)ccn3n2)cc1 | i
Cc1ccc2nc(NC(=O)CCCn3nc(-c4ccc(Cl)cc4)ccc3=O)sc2c1 | i
CNS(=O)(=O)c1ccc(C(=O)NCCCn2ccnc2)o1 | i
Cc1cc(NC(=O)c2ccccc2[N+](=O)[O-])ccc1N1CCCCC1=O | i
CC(C)(C)OC(=O)N1CCN(c2ccc(N)c3cnccc23)CC1 | i
Cc1ccc2nc(NCc3cccnc3)nc(-c3ccccc3)c2c1 | i
Cn1c(=O)c2c(N3CCOCC3)ccnc2n(C)c1=O | i
Cc1ccc(NCCNS(=O)(=O)Cc2ccccc2)nn1 | i
NC(=O)C1Cc2ccccc2N1C(=O)c1cc2ccccc2o1 (stereo not drawn) | i

The list is partial; rates above refer to the full screens.
